Assay outcomes: PubChem, several laboratories
SIAE inh: human SIAE inhibitors, primary screen, biochemical, fluorescence polarization, FP-Rh probe, 1536-well HTS; Sialate O-acetylesterase (Homo sapiens), Q9HAT2; SIAE FP-Rh probe binding; inhibition, % at 9.66 µM; 370,000 tested, 0.69% active;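 active = inhibition above a cutoff: mean of compounds within the control limits plus 3 SD of those, cut at about 17% in these data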;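 also: 0% = plate median of compound wells and 100% = probe without SIAE protein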
TCR CD3 inh: inhibitors of human TCR-CD3 interaction, primary screen, biochemical, fluorescence, TAMRA-labeled TCR probe | T-cell receptor (TCR) | inhibition, % at 9.4 µM | 360,000 tested, 0.37% active | AID 651800, 2012; in the data active = inhibition above about 19%;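 also: recombinant mutant TCR 2C K166C tagged with TAMRA read by polarization; 0% = receptor in buffer alone and 100% = receptor with positive control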
ABHD4 inh: ABHD4 inhibitors, primary screen, biochemical, fluorescence polarization, mouse; purified mABHD4, FP-Rh probe fluorescence polarization; inhibition, % at 8.92 µM; 370,000 tested, 0.54% active; AID 720543, 2013;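 active = inhibition exceeding the mean over every tested compound plus 3 SD, cut at about 30% in these data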;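 also: 0% = plate median of compound wells and 100% = S159A mutant with DMSO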
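Assay system: mouse ABHD4 enzyme, wild type / Also added: fluorescent activity-based probe FP-Rh / Doses: single nominal dose of 8.92 µM, 0.89% DMSO final / Timing: 45 min compound pre-incubation plus 60 min probe step, 25 °C / Signal: FP readout, ex 525 nm / em 598 nm / Control set: S159A mutant/DMSO as 100%, compound-well median as 0%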
MBD2 DNA inh: inhibitors of MBD2 binding to methylated DNA, primary screen, biochemical, TR-FRET, DNA-binding domain, human | AID 686964, 2013 | 370,000 tested, 0.31% active | MBD2 binding to methylated oligonucleotide | inhibition, % at 4.4 µM | Methyl-CpG-binding domain protein 2 (Homo sapiens), Q9UBB5; in the data active = inhibition above about 13%
HTRA1 inh: HTRA1 serine protease inhibitors, primary screen, biochemical, fluorescence polarization, HTS; Q92743; recombinant HTRA1, FP-rhodamine activity-based probe; inhibition, % at 5.96 µM; 340,000 tested, 0.5% active; in the data active = inhibition above about 36%;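 also: 0% = enzyme with DMSO and 100% = wells lacking enzyme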
Target sequence (Q92743 whole entry, looked up): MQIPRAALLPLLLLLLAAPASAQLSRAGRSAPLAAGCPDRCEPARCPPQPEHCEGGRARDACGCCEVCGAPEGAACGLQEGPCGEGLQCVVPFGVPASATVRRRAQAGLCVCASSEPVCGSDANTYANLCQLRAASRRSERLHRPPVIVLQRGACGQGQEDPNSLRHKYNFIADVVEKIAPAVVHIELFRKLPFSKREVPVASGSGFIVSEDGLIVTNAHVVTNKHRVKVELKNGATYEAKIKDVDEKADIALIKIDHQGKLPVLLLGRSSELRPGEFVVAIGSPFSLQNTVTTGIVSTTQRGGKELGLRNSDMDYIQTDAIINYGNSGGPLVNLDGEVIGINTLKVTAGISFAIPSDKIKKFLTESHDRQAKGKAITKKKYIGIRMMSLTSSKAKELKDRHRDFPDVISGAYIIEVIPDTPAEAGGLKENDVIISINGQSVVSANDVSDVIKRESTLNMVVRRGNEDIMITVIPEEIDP
GC-B act: human GC-B receptor activators, primary screen, HEK293 GC-B cells, cGMP TR-FRET, EC30 CNP; 0% at EC30 CNP, 100% saturating CNP; activation, % at 10 µM; 370,000 tested, 0.11% active; AID 1920062, 2024;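 active = activation at 10 µM reaching about 35% in either raw or pattern-adjusted values, limit read from the data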
LEDGF integ inh: blockers of LEDGF/p75-dependent integrase strand transfer – biochemical, TR-FRET, high throughput, primary screen; AID 743269, 2014; HIV-1 integrase (with human LEDGF/p75); inhibition, % at 3.7 µM; TR-FRET IN-LEDGF/p75 DNA integration, Eu/Cy5; 370,000 tested, 0.64% active;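 active = inhibition above the screen-wide mean plus 3 SD, cut at about 13% in these data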;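 also: signal is the Cy5 over europium emission ratio at 671 and 618 nm; 0% = plate median of compound wells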
PRMT1 inh: PRMT1 methyltransferase inhibitors, primary screen, biochemical, fluorescence polarization. Protein arginine N-methyltransferase 1 (Homo sapiens), Q99873. recombinant PRMT1, activity-based probe fluorescence polarization. inhibition, % at 2.79 µM. 370,000 tested, 1.3% active. AID 652257, 2013;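 active = inhibition above about 21% made by adding two undisclosed values, limit read from the data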
Target sequence (Q99873 whole entry, looked up): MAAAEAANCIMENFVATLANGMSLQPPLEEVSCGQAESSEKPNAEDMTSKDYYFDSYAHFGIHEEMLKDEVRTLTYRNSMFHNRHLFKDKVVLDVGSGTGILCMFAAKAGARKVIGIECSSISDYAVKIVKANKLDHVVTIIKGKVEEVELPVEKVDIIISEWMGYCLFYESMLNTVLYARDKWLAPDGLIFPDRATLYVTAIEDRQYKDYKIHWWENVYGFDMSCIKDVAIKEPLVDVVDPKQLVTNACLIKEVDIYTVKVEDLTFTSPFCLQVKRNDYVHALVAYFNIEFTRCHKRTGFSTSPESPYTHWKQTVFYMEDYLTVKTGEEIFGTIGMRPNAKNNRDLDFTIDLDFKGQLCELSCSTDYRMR
rCAG binder: binders of r(CAG) RNA repeats, primary screen, biochemical, fluorescence; r(CAG) RNA repeat, TO-PRO-1 dye displacement fluorescence; inhibition, % at 3 µM; 370,000 tested, 1.3% active;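 active = inhibition above the plate cutoff, the mean of all test compounds on that plate plus 3 SD, cut at about 35% in these data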;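 also: 0% = DMSO alone and 100% = 100 µM mitoxantrone as full dye displacement; higher means more dye released from RNA so lower well fluorescence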
TDP2 inh: human TDP2 enzyme inhibitors, primary screen, biochemical, epi absorbance, recombinant enzyme; Tyrosyl-DNA phosphodiesterase 2 (Homo sapiens), O95551; 370,000 tested, 0.34% active; T5PNP hydrolysis, p-nitrophenol absorbance 415 nm; inhibition, % at 12.8 µM;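 active = inhibition above the mean of all tested compounds plus 3 SD, set per campaign, cut at about 25% in these data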;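 also: 0% = DMSO with enzyme and 100% = buffer with substrate but no TDP2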
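Test system: Human TDP2 enzyme | Reagent: 5 mM T5PNP | Compound dosing: 12.8 µM single point, 1% DMSO | Incubation: Enzyme reaction with compound for 2 h at 37 °C | Technique: p-Nitrophenol epi absorbance | Read-out: % inhibition relative to enzyme-containing and enzyme-free wells | Benchmarks: High control without enzyme, low control DMSO plus TDP2 | Replicates: Singlicate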
* hit, by the source's call; x = no result given. Only part of the results is shown. The share of hits here may be higher or lower than overall.

SMILES	SIAE inh	TCR CD3 inh	ABHD4 inh	MBD2 DNA inh	HTRA1 inh	GC-B act	LEDGF integ inh	PRMT1 inh	rCAG binder	TDP2 inh
CN1[C@H](Cc2ccccc2)COc2cc(N3CCCC3)ccc2S1(=O)=O	1	x	-11	7	x	-11	1	4	7	-7
O=C(NCc1ccc(Cl)cc1)C(=O)NCC1OCCN1C(=O)c1ccc(Cl)cc1 (centres undefined)	12	0	-10	-2	-5	-6	8	-4	-2	-14
O=C(COC(=O)c1ccccc1O)Nc1ccc2ccccc2c1	2	-3	2	-1	-2	3	-2	-3	5	1
O=C(COC(=O)CCc1ccccc1)NC(c1ccccc1)c1ccccc1	3	-1	4	1	-28	0	0	0	-10	-7
CC(=O)Nc1ccc(NC(=O)C(C)n2nc(C)c([N+](=O)[O-])c2C)cc1 (centres undefined)	-2	2	0	0	8	1	-2	-3	0	9
CCC1CCCCN1C(=O)c1c(-c2ccccc2)noc1C (centres undefined)	-7	2	-1	1	-1	-4	0	-4	-2	-8
CCCCN(C)C(=O)CCC(=O)Nc1ccc2nc(N3CCN(C)CC3)cc(C)c2c1	-1	-1	2	2	6	2	-5	4	-14	0
Nc1[nH]n(-c2ccccc2)c(=O)c1N=Nc1ccccc1	11	3	26	-6	25	-4	-6	-1	5	0
CC1CC(C)CN(CCCNC(=O)CN2C(=O)COc3ccc(S(=O)(=O)N4CCOCC4)cc32)C1 (centres undefined)	4	5	2	4	3	-1	0	-3	-5	-8
CC(=O)Nc1ccc(NC(=O)CN2C(=O)COc3ccc(S(=O)(=O)N4CCCCC4)cc32)cc1	-1	1	1	-1	2	4	-5	2	2	2
COc1ccc(CNC(=O)COC(=O)c2cccn2C)cc1	4	-2	8	7	0	-1	-1	5	0	11
COc1cccc(NC(=O)CN(C)C(=O)c2cccc(S(=O)(=O)Nc3ccccc3OC)c2)c1	10	5	3	-6	-4	2	1	-7	3	7
N#CCCN(Cc1cccs1)C(=O)Nc1ccccc1	0	1	0	-3	6	-4	2	-2	-2	1
O=C(COC(=O)CN1C(=O)C2CCCCC2C1=O)NC1CCS(=O)(=O)C1 (centres undefined)	-1	-3	1	-2	4	-1	0	-4	-4	8
CC1(C(=O)NCc2ccc(Cl)cc2)CCN1C(=O)c1cccc(F)c1 (centres undefined)	-1	-6	6	4	x	-2	0	2	-2	3
CCCCCCCCCCCC(=O)NC(C(=O)OCC)C(O)c1cccc([N+](=O)[O-])c1 (centres undefined)	2	3	-2	-1	2	2	2	0	1	4
CCOC(=O)c1c(-c2cccc([N+](=O)[O-])c2)csc1NC(=O)C1CCCCC1	5	-1	-5	-4	-9	-4	2	1	7	6
O=C(NCc1ccccc1)c1cc[n+](Cc2ccccc2)cc1	0	-2	-10	4	-1	3	-2	-5	-1	-10
CCOc1ccc(N=Cc2c(O)n(-c3cccc(C)n3)c(=O)c3ccccc23)cc1	1	2	-18	3	-13	3	-2	-3	-3	-6
CCOc1ccc(C(=O)Nc2ccc(NC(=O)c3ccccc3)cc2)cc1Br	4	5	3	1	7	-3	-2	0	2	-12
CC(=O)c1ccc(OCC(O)CN(C)CCOc2ccc(Br)cc2)cc1 (centres undefined)	-7	3	7	-1	-8	-2	-4	1	-9	-18
CCc1ccc(-c2nc(CS(=O)CC(=O)NC3CC3)c(C)o2)cc1 (centres undefined)	-3	5	2	0	3	-1	3	3	0	11
O=C(CSc1nnc2c(Cl)cc(Cl)cn12)N1CCN(c2ccc(F)cc2)CC1	4	-6	-1	-2	2	-12	1	-2	0	-13
COc1ccc(OCc2csc(N)n2)cc1	3	6	4	-3	0	7	-1	-2	-1	5
CC(C)(C)OC(=O)N1CCC(C(=O)NCC2CCCO2)CC1 (centres undefined)	6	-1	6	2	4	9	1	7	-3	0

Other compounds follow.
SMILES	SIAE inh	TCR CD3 inh	ABHD4 inh	MBD2 DNA inh	HTRA1 inh	GC-B act	LEDGF integ inh	PRMT1 inh	rCAG binder	TDP2 inh
Cc1nn2c(NC(C)C)c3c(nc2c1-c1ccccc1)CCC3	1	-11	0	-1	-1	-8	-1	0	-4	-1
CC(C)(C)NC(=O)c1cccc(NC(=O)c2ccc(NC(=O)c3ccco3)cc2)c1	-11	-3	-4	4	-17	-1	-1	4	-1	4
CC(C)N1CCc2c(sc(NC(=O)CCc3ccccc3)c2C(N)=O)C1	0	-3	-5	-6	8	-1	5	2	-7	-10
CC(C)[n+]1ccn(C2=C([O-])c3ccccc3C(=O)/C2=N\S(=O)(=O)c2ccccc2)c1	1	6	-5	-15	6	-5	3	0	3	20
O=C(CCl)Nc1ccc(-c2ccccc2)cc1	5	-1	-6	-2	-3	-3	-8	4	0	-5
CC(C)CC(c1nnnn1CCc1ccccc1)N1CCN(C(=O)c2ccco2)CC1 (centres undefined)	1	-3	3	-5	0	3	-2	2	-4	-8
CCOC(=O)N1CCN(C(=O)CN(c2ccc(Oc3ccccc3)cc2)S(C)(=O)=O)CC1	2	-9	4	-7	3	5	8	-1	-8	6
O=C(C1=C[C@H](c2ccc3c(c2)OCO3)C[C@H](OCc2ccc(CO)cc2)O1)N1CCCCCCC1	0	-3	-13	-1	-11	-1	1	-1	-2	4
O=S1(=O)CC(N2CC=CC2)CN1Cc1cn(Cc2cccc(Cl)c2)nn1 (centres undefined)	2	1	-1	-5	x	1	1	0	4	-7
O=C(O)COCC(=O)N1CCN(c2cc(C(F)(F)F)nc3ccccc23)CC1	6	5	4	2	-6	1	5	3	-2	4
COCCCNC(=S)NCCNc1nc2cc(C)c(C)cc2cc1C#N	2	7	0	-2	-9	-7	-3	-4	-5	-7
O=C(OCC(O)COc1ccccc1)c1ccc([N+](=O)[O-])cc1 (centres undefined)	-4	-6	2	2	6	2	-6	0	-2	-6
CC(C)c1ccc(NC(=O)O[C@@H]2CC[C@@]34CCCN3C(=O)CCC[C@H]4C2)cc1	1	x	1	1	x	-1	-2	1	x	-2
Cc1nc([N+](=O)[O-])cn1CC(=O)Nc1ccc(F)c(Cl)c1	9	5	-2	2	-1	0	1	-2	2	14
Cc1noc(C)c1COc1ccccc1C(=O)NCCOc1ccccc1F	-5	0	-4	5	-7	-3	2	-2	-3	1
c1csc(-c2nc3ccccn3c2NC2CCCCC2)c1	6	2	11	1	4	-1	-5	0	-3	0
CCOc1ccc(N2Cc3ncccc3C2=O)cc1	-2	3	-12	3	-9	-4	-2	-3	13	1
Cc1cc(O)ccc1-c1ccc2nncn2c1	4	6	5	-3	x	2	-4	-3	3	2
CC1(C(=O)NCc2cccc(C(F)(F)F)c2)CCN1C1Cc2ccccc2C1 (centres undefined)	1	0	-5	1	x	-2	-3	3	-1	1
COc1cc(NC(=O)Cn2c(=O)n(CC3CCCO3)c(=O)c3cc(OC)c(OC)cc32)cc(OC)c1 (centres undefined)	-7	-8	-1	0	-6	-5	-7	6	10	6
O=C1CC(NCC2CCCO2)C(=O)N1c1ccc(Cl)cc1 (centres undefined)	-3	11	0	-2	1	1	-2	1	-1	-4
CC(=O)NNc1ncnc2c1cnn2-c1ccc(C)c(C)c1	4	5	7	-4	-2	0	-1	-1	3	11
COc1cc(C(=O)OCC(=O)NC2CCCCC2)cc2c1OCCO2	1	3	1	1	4	3	-1	-2	0	0
COc1cc(NC(=O)N2CCOCC2)cc(OC)c1	2	1	4	-4	2	-9	0	1	4	9
O=C(NCCc1ccccc1)C(c1ccc(F)cc1)N(C(=O)c1csnn1)C1CC1 (centres undefined)	-1	3	5	-2	-7	-5	1	1	-1	11

One compound at a time, as listed above.
COc1cc(NC(=O)Cn2c(=O)n(CC3CCCO3)c(=O)c3cc(OC)c(OC)cc32)cc(OC)c1 (centres undefined) in the list: SIAE inh = -7; TCR CD3 inh = -8; ABHD4 inh = -1; MBD2 DNA inh = 0; HTRA1 inh = -6; GC-B act = -5; LEDGF integ inh = -7; PRMT1 inh = 6; rCAG binder = 10; TDP2 inh = 6
CCCCCCCCCCCC(=O)NC(C(=O)OCC)C(O)c1cccc([N+](=O)[O-])c1 (centres undefined) in the list: SIAE inh = 2; TCR CD3 inh = 3; ABHD4 inh = -2; MBD2 DNA inh = -1; HTRA1 inh = 2; GC-B act = 2; LEDGF integ inh = 2; PRMT1 inh = 0; rCAG binder = 1; TDP2 inh = 4

Other compounds.
SMILES	SIAE inh	TCR CD3 inh	ABHD4 inh	MBD2 DNA inh	HTRA1 inh	GC-B act	LEDGF integ inh	PRMT1 inh	rCAG binder	TDP2 inh
Cc1nn(-c2ccccc2)c(NC(=O)c2cccs2)c(-c2ccccc2Cl)c1=O	-4	0	8	1	x	4	1	0	-3	7
O=C(O)c1cc(C2CC2)nn1-c1ccccc1	-1	3	-2	-1	3	2	-3	0	0	10
CN(c1ccccc1)c1nc(N)c([N+](=O)[O-])c(Nc2ccccc2)n1	-1	-3	-7	2	-26	-6	3	0	7	-12
Cc1cc(N2CCCCC2C)nc(-c2ccccc2O)n1 (centres undefined)	3	0	-6	1	-11	3	-2	-2	-3	0
CC(C)(C#N)C(C)(C)c1nn[nH]n1	0	-1	-4	4	1	4	-2	-2	-3	-3
O=[N+]([O-])c1cccc(OCCCN2CCC(Cc3ccccc3)CC2)c1	-4	1	8	2	4	-4	-2	1	-3	-8
Cc1ccc(OCC(=O)NCc2ccco2)c([N+](=O)[O-])n1	0	3	-9	4	-1	-4	2	0	6	-1
Nc1nonc1C(=O)OCC(=O)N1CCOCC1	2	-1	0	2	11	3	0	-2	1	0
Cc1ccc(-n2ccc(=O)c(C(=O)Nc3ccc(S(=O)(=O)Nc4nccc(C)n4)cc3)n2)cc1	2	-1	6	-7	1	2	-1	2	8	5
COc1cc(C2NC(=S)NC(c3ccccc3)=C2C(C)=O)ccc1O (centres undefined)	2	-5	-3	2	2	0	-6	12	5	6
Cc1ccccc1C(=O)N1CCC(C(=O)Nc2ccc(S(=O)(=O)N3C(C)CCCC3C)cc2)CC1 (centres undefined)	-9	-6	-16	8	-13	-5	2	1	5	-12
CCc1ccc(CNC(=O)C2CCN(S(=O)(=O)N3CC(C)CC(C)C3)CC2)cc1 (centres undefined)	-5	1	3	-3	1	1	-1	-1	-2	8
COc1cccc(N(C(=O)c2ccco2)c2nc(-c3sc(NC(=O)c4ccco4)nc3C)cs2)c1	-11	7	-9	-2	-18	7	2	5	30	1
Cc1cc(C)n(-c2ncc(C#N)cn2)n1	7	6	1	-3	-6	3	4	-3	2	10
COc1cc2c(cc1NC(=O)c1ccco1)CCCC2	6	-9	7	-4	-5	0	1	-3	-3	5
CCOc1cccc2cc(C(=O)NCc3cccnc3)c(=O)oc12	-1	-5	1	-2	6	0	2	-2	3	4
